GLP1R cytotox – qHTS of GLP-1 Receptor Inverse Agonists: Cytotox Screen. hit rate 0.13% among 410,000. HEK293 cAMP-luciferase reporter cells, luminescence, 24 h. Potency, µM (series often up to 38.3 µM), for inactives: top-dose activity change, negative = inhibition, actives largely listed as inhibitors;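 further: loss of luciferase light is scored as toxicity; potency means the concentration at half of the fitted maximal effect; on the % scale 0 is the no-effect control and ±100 the full control effect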
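Compound-treated cells are incubated 24 hr at 37 deg C under 5% CO2 after a 12 hour attachment period, then luciferase detection reagent is added and luminescence is measured following 12 min at room temperature; lowered signal indicates toxicity.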
PTHR1 agonist – qHTS for PTHR1 Agonists: Primary Screen; Parathyroid hormone/parathyroid hormone-related peptide receptor (Homo sapiens), Q03431; HEK293 GP2 PTHR1 cells, GloSensor cAMP luminescence, 1 h; Potency, µM (doses to about 115 µM), inactives show top-dose activation, actives largely listed as activators; hit rate 0.075% among 410,000; AID 743266, 2014; further: potency means the concentration at half of the fitted maximal effect; nearly all actives have a fitted effect of over 55% in size; some results filed as inactive show a strong effect at the top dose; inactives centre near -15; many of its hits are not listed in these tables
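HEK-293-derived GP2 cells expressing PTHR1 and a GloSensor cAMP reporter, 3,000/well, plated overnight, given luciferin plus IBMX (each 0.5 mM as added) for 1 h at 37 °C, then compound for 1 h at 37 °C. Luminescence was read after 15 min at room temperature.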
D3 antag – qHTS of D3 Dopamine Receptor Antagonist: qHTS; hit rate 2.5% among 360,000; D3R cells, DiscoveRx beta-arrestin luminescence, antagonist mode; stronger effect = lower value; AID 652054, 2013; D(3) dopamine receptor (Homo sapiens), P35462; max response, negative = inhibition, %; in the data active means max response below about -50%; inconclusive means no clear call, values can overlap the other calls; further: on the % scale 0 is the no-effect control and ±100 the full control effect; mostly tested at two doses, the higher about 12 µM
Target sequence (P35462 whole entry, looked up): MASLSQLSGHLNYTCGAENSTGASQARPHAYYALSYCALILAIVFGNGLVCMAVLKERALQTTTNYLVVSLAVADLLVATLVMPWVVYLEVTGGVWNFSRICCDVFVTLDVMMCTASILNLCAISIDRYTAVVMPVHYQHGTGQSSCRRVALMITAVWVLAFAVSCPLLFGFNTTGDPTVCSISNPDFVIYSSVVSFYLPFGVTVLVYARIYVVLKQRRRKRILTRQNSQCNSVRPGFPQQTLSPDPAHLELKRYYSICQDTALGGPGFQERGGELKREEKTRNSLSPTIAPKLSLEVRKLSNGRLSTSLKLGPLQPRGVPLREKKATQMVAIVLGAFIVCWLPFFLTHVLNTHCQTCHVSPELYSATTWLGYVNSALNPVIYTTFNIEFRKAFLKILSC
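Cells expressing the human receptor were seeded at 1500 cells/well, incubated overnight at 37 degrees C in 5% CO2, then exposed to library compounds with dopamine controls for 90 minutes at 37 degrees C before luminescent detection.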
GLP-1R agonist – qHTS of GLP-1 Receptor Agonists | Glucagon-like peptide 1 receptor (Homo sapiens), P43220 | HEK293 GLP-1R CRE-luciferase, luminescence, 4-6 h; cells express a hypersensitive GLP-1R form | Potency, µM (series often up to 45.6 µM), inactives show top-dose activation, usual class: activators | hit rate 0.007% among 380,000 | AID 624172, 2012; further: potency means the concentration at half of the fitted maximal effect; % of control where 0% means no effect
Target sequence (P43220 whole entry, looked up): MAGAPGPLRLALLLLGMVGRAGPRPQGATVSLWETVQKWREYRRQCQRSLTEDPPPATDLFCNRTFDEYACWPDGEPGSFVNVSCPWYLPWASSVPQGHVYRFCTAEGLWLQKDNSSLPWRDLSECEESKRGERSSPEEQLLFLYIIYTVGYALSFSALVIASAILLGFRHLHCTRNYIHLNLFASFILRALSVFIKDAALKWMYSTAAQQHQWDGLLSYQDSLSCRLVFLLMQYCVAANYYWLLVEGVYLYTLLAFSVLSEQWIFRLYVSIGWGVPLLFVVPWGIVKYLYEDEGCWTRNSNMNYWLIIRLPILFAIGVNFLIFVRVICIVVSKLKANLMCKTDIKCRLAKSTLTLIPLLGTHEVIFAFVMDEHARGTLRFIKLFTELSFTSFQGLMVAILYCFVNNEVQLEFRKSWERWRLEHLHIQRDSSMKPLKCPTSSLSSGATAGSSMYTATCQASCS
TDP-43 yeast inh – qHTS of TDP-43 Inhibitors. TDP-43 expressing yeast growth rescue, BacTiter-Glo, 24 h. Potency, µM (top dose mostly 46.1 µM), for the others: top-dose growth rescue (activation), actives largely listed as activators. hit rate 1.8% among 410,000; further: potency means the concentration at half of the fitted maximal effect; % of control where 0% means no effect; nearly all actives have a fitted effect of over 50% in size
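Luminescence from BacTiter-Glo reports growth of TDP-43-expressing yeast after 24 hr at 30 deg C with compound. Cells were raffinose-pregrown to mid-log, then seeded in galactose medium at OD600=0.02.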
D3 ag – qHTS of D3 Dopamine Receptor Agonist: qHTS. D(3) dopamine receptor (Homo sapiens), P35462. D3R DiscoveRx beta-arrestin cells, luminescence, 90 min. max activation, %. hit rate 0.58% among 410,000. AID 652048, 2013; in the data active means max activation above about 30%; further: 0% is about no effect; mostly tested at two doses, the higher about 12 µM
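Cells at 1500/well, incubated overnight, then treated with pinned compounds (dopamine as control) for 90 min at 37 degrees C. DiscoveRx reagent added for 30 - 60 minutes at room temperature; luminescence read.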
GLP-1R inv ag – qHTS of GLP-1 Receptor Inverse Agonists (Inhibition Mode) | HEK293 GLP-1R CRE-luciferase, luminescence, 24 h; GLP-1R form is constitutively active | Potency, µM (doses to about 38.3 µM), for the others: at the highest dose activity change, negative = inhibition, usual class: inhibitors | hit rate 1.6% among 410,000; further: potency means the concentration at half of the fitted maximal effect; on the % scale 0 is the no-effect control and ±100 the full control effect; nearly all actives have a fitted effect of over 55% in size
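Inverse agonism was detected as reduced cAMP-driven luciferase luminescence after 24 h compound treatment. The cells were HEK293 clones expressing constitutively active human GLP-1R with the reporter. Reporter-only and GPR119 cell lines served as counterscreen controls.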
aSyn rescue – qHTS of alpha-syn Inhibitors; Yeast expressing alpha-synuclein, growth rescue, BacTiter-Glo, 24 h; Potency, µM (highest dose often 46.1 µM), inactives show at the top dose growth rescue (activation), actives largely listed as activators; hit rate 0.14% among 370,000; AID 652106, 2013; further: potency means the concentration at half of the fitted maximal effect; % of control where 0% means no effect; nearly all actives have a fitted effect of over 65% in size
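Screening used galactose-induced yeast with toxic alpha-synuclein levels, exposed to compound for 24 hr at 30 deg C. Cell growth, read with BacTiter-Glo luminescence, gave the measured signal.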
KB-V1 cytotox – qHTS assay for MDR1-selective chemotherapeutics: Primary screen using the drug-selected MDR subline cells KB-V1; Potency, µM (doses to about 46.1 µM), for inactives: at the highest dose activity change, negative = cytotoxicity, most hits filed as cytotoxic; hit rate 3.4% among 400,000; AID 1347076, 2019; KB-V1 MDR cells viability, CellTiter-Glo, 72 h; further: potency means the concentration at half of the fitted maximal effect; on the % scale 0 is the no-effect control and ±100 the full control effect; nearly all actives have a fitted effect of over 60% in size
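Drug-selected KB-V1 cells, grown in DMEM lacking phenol red with 10% FBS, receive compound titrations; after three days at 37 degrees C, surviving cell ATP is quantified by CellTiter-Glo luminescence and responses normalized and curve-fitted.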
Numbers without * were called inactive; i = inactive; ? = inconclusive; · = not tested or not shown; [ ] = remark or other dose. Unless noted, the call rests on the fitted dose curve; in most records, active means well fitted curve in the direction sought with a large enough effect; inconclusive means small, poorly fitted or top-dose-only effect, or another doubt; inactive means no such curve, though single readings can be large; an effect the other way counts as inactive or inconclusive.

SMILES	GLP1R cytotox	PTHR1 agonist	D3 antag	GLP-1R agonist	TDP-43 yeast inh	D3 ag	GLP-1R inv ag	aSyn rescue	KB-V1 cytotox
CC1CCN(c2cc(Br)c([N+](=O)[O-])cc2F)CC1	-7%	-9%	13	0%	5%	2	?	?	-6%
CCOP(=O)(OCC)c1nc(-c2cccc3ccccc23)oc1N1CCCCC1	78%[activator]	i	6	?	12%	-14	?	10%	?
CCOc1ccc2[nH]c(=O)c(CN(Cc3ccc(F)cc3)C(=O)c3ccco3)cc2c1	?	-13%[57.5 µM]	-14	-3%	-4%	10	?	9%	15µM*
CC(C)Oc1ccc(CCN)cc1Cl	-1%	i	7	-4%	-18%	-9	7%	3%	0%
O=C(Nc1nccs1)C(Cl)(Cl)Cl	5%	-42%[inhibitor]	-13	-3%	8%	-1	-20%	-9%	-1%
O=C(NCc1ccc(Cl)cc1)C1CCN(C(=O)c2cnn(-c3ccccc3)c2-n2cccc2)CC1	-6%	-8%	·	·	18%	7	?	·	-9%
CCn1c(O)c(/C=N/N2CCOCC2)c(=O)n(CC)c1=S	-8%	-12%	2	-2%	?	-1	-28%	-1%	1%
CC/C(=N\Nc1cccc2ccccc12)c1c(O)[nH]c(=O)[nH]c1=O	-11%	-44%[inhibitor]	2	14%	12%	1	6%	-15%	-1%
O=C1NC(=S)N(c2ccccc2F)C(=O)/C1=C\c1cccs1	-10%	-36%[inhibitor]	6	0%	-94%[inhibitor]	0	11%	-72%[inhibitor]	?
CC1(C)CN(S(=O)(=O)OCC(Cl)(Cl)Cl)C(=O)N1	2%	i	-1	4%	?	1	2%	5%	-5%
COc1cc(CNCCc2c[nH]c3ccccc23)cc(OC)c1OC	-26%	-22%	3	1%	0%	-1	-22%	-10%	?
CCN(CC)CCN=Cc1c(O)n(CCc2ccccc2)c(=O)[nH]c1=O	-2%	i	-19	3%	-17%	9	16%	-3%	0%
COC(=O)C1=C(c2cc3ccccc3s2)C[C@@H]2CC[C@H]1N2C(=O)NCCCOC(C)C	1%	i	0	4%	13%	-4	?	7%	-5%
C=CCn1c(O)c(C(C)=Nc2cccc(C(F)(F)F)c2)c(=O)[nH]c1=O	-1%	i	17	-5%	12%	2	3%	3%	-13%
N[C@@H](Cc1c[nH]c2ccccc12)c1nnc(SCc2ccccc2)o1	-5%	-16%	6	8%	15%	-1	-4%	3%	0%
O=c1[nH]c(=O)n(-c2ccc(Br)cc2)c(O)c1C=NC(CO)(CO)CO	-3%	i	7	8%	-23%[1.82 µM]	0	27%	-4%	?
COc1ccc(CCNC(=O)c2ccc3c(c2)N=C(C)c2cc(C)ccc2S3)cc1OC	-17%	i	·	1%	4%	5	?	·	-23%
O=[N+]([O-])NC1=NCN(Cc2ccco2)CN1Cc1ccco1	10%	?	-28	3%	-32%	-9	-25%	9%	-2%
O=S(=O)(NC1CC(NS(=O)(=O)OCC(Cl)(Cl)Cl)C2CCCCC12)OCC(Cl)(Cl)Cl (configuration not stated)	-24%	-3%	?	4%	-92%[inhibitor]	-18	?	-57%[inhibitor]	-1%
Cc1cccc(N2CCN(Cc3ccc4c(c3)OCO4)CC2)c1C	-7%	i	-105*	1%	-20%	-24	?	0%	0%
C[C@H]1CNC(=O)c2c(C(=O)Nc3ccc(CNC(=O)OC(C)(C)C)cc3)ncn21	-6%	-55%[inhibitor]	112	5%	0%	34*	28%	-13%	?
COC(=O)NC(=C(Cl)Cl)P(=O)(c1ccccc1)c1ccccc1	1%	-13%	0	4%	1%	-5	6%	-4%	?
COc1ccc(-n2c(-c3ccccc3F)nc3ccccc3c2=O)cc1	-13%	i	-16	-4%	?	-3	?	-4%	-27%
CC1(C)C2CC=C(CN3CCC(O)CC3)C1C2 (configuration not stated)	0%	i	?	1%	-20%	-32	0%	-13%	-6%
CC1(C)Cc2cccc(OCC(=O)N3CCN(c4ccc([N+](=O)[O-])cc4)CC3)c2O1	?	-95%[inhibitor]	8	-1%	?	3	0%	10%	2.6µM*
SMILES	GLP1R cytotox	PTHR1 agonist	D3 antag	GLP-1R agonist	TDP-43 yeast inh	D3 ag	GLP-1R inv ag	aSyn rescue	KB-V1 cytotox
CC(=O)Nc1ccc(C=C2C(=O)NC(=O)NC2=O)cc1	60%[activator]	-23%	26	10%	9%	6	9%	-8%	-12%
O=P(Nc1c(Cl)cccc1Cl)(c1ccccc1)c1nc2c(s1)CCCC2 (configuration not stated)	-6%	i	-14	22%	-6%	8	0%	-8%	?
O=C(N[C@H]1CP(=O)(Oc2ccccc2)O[C@H](COCc2ccccc2)[C@H]1O)C(Cl)(Cl)Cl (some centres not stated)	0%	-23%	28	4%	2%	12	4%	-1%	25%
C[C@]12CCC3C(CC[C@H]4C[C@@H](O)CC[C@]34C)C1CC[C@@H]2OC(=O)[C@H](N)CCCCN (some centres not stated)	?	-16%	-4	21%	-47%[inhibitor]	-3	?	15%	-13%
O=C(C1CC(=O)N(C2CCCC2)C1)N1CCC2(CC1)OCCO2 (configuration not stated)	2%	i	15	-5%	-21%	10	0%	-20%	9%
COc1ccccc1N1C(=O)CC(=O)NC1=O	-7%	i	-3	-4%	11%	-3	-13%	-2%	2%
COc1ccc(-c2ccc(OC)c(OC)c2OC)cc1	?	-8%	-3	29%	11%	-4	?	3%	?
O=C(Cc1ccccc1)Oc1ccc(N2C(=O)C3CCCCC3C2=O)cc1 (configuration not stated)	-10%	i	7	-11%	6%	-2	-1%	-2%	14%
O=C1CCCN1C(=O)c1cncc(Br)c1	3%	-23%	1	-2%	0%	-5	0%	2%	-1%
COc1ccc2[nH]c(C)c(CCN3CCC(=O)C(C)C3C)c2c1 (configuration not stated)	-6%	i	5	1%	0%	2	-6%	5%	0%
CN(C=O)CP(=O)(O)CN(C)C=O	-16%	i	22	-9%	-7%	5	1%	6%	20%
CC(C)CCOP(=O)(c1ccc(N(C)C)cc1)C(O)c1ccc(C(C)C)cc1 (configuration not stated)	-21%	-48%[inhibitor]	30	8%	6%	2	?	11%	?
COc1ccc(C[C@H]2CN3C(=NC[C@H]3Cc3ccccc3)N2CCNC(=O)c2ccc(C)c(Br)c2)cc1	?	-10%	-3	6%	4%	-34	?	-14%	?
COc1ccc(-n2nnnc2C(c2cccs2)N2CCC(n3c(=O)[nH]c4ccccc43)CC2)cc1 (configuration not stated)	?	-24%	62	-4%	23%	7	?	2%	0%
COP(=O)(OC)c1nc(-c2cccc3ccccc23)oc1N1CCOCC1	15%	i	-16	21%	20%	2	44%[activator]	3%	-10%
C=CCN1C(=O)NC(=O)C(CCc2ccncc2)(CCc2ccncc2)C1=O	2%	i	1	7%	0%	-2	11%	0%	10%
Nc1ccc(CC(N)c2csc(Nc3ncccn3)n2)cc1 (configuration not stated)	-18%	i	0	-7%	?	-3	-14%	-6%	3%
Cc1nc2ccc(Nc3nc4cc(S(=O)(=O)N5CCOCC5)ccc4o3)cc2s1	0%	-7%[57.5 µM]	16	12%	13%	4	35%[activator]	-37%[inhibitor]	1%
Cc1ccc(Cc2c(C)nc3nc(SCC(=O)N4CCC5(CC4)OCCO5)nn3c2C)cc1	5%	-15%[57.5 µM]	10	2%	-11%	2	-20%	0%	?
Cc1c(Cl)cccc1NC(=O)c1oc2ccc(S(=O)(=O)N3CCC4(CC3)OCCO4)cc2c1C	-14%	i	·	·	15%	19	?	·	·
O=c1cc(CN2CCNCC2)nc2sccn12	6%	i	11	-1%	-14%	9	11%	-6%	15%

Given with values under each structure: part of the list above
Each structure is followed by: GLP1R cytotox | PTHR1 agonist | D3 antag | GLP-1R agonist | TDP-43 yeast inh | D3 ag | GLP-1R inv ag | aSyn rescue | KB-V1 cytotox
COc1ccccc1N1C(=O)CC(=O)NC1=O
  -7% | i | -3 | -4% | 11% | -3 | -13% | -2% | 2%
COc1ccc(-c2ccc(OC)c(OC)c2OC)cc1
  ? | -8% | -3 | 29% | 11% | -4 | ? | 3% | ?
COP(=O)(OC)c1nc(-c2cccc3ccccc23)oc1N1CCOCC1
  15% | i | -16 | 21% | 20% | 2 | 44%[activator] | 3% | -10%
O=C1CCCN1C(=O)c1cncc(Br)c1
  3% | -23% | 1 | -2% | 0% | -5 | 0% | 2% | -1%
CC(=O)Nc1ccc(C=C2C(=O)NC(=O)NC2=O)cc1
  60%[activator] | -23% | 26 | 10% | 9% | 6 | 9% | -8% | -12%
O=C(N[C@H]1CP(=O)(Oc2ccccc2)O[C@H](COCc2ccccc2)[C@H]1O)C(Cl)(Cl)Cl (some centres not stated)
  0% | -23% | 28 | 4% | 2% | 12 | 4% | -1% | 25%
O=c1cc(CN2CCNCC2)nc2sccn12
  6% | i | 11 | -1% | -14% | 9 | 11% | -6% | 15%

A portion of the library; the hit share may differ from the screen's.
